ABHD5-PLIN5 inh: ABHD5-PLIN5 interaction inhibitors, primary screen, cell lysate, split luciferase complementation, luminescence; Perilipin-5 (Homo sapiens) + 1-acylglycerol-3-phosphate O-acyltransferase ABHD5 (Homo …; Split G. princeps luciferase complementation, 4 h; inhibition, % at 4 µM; actives 0.78% (n = 360,000);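 active = inhibition above the mean inhibition across every tested compound plus 3 SD, cut at about 22% in these data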;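 also: 0% = DMSO only wells and the 100% control is not disclosed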
NCOA3 inh: SRC3 coactivator transcriptional activity inhibitors, primary screen, cell-based, luminescence; HEK293 GAL4-SRC3 luciferase reporter; actives 0.17% (n = 360,000); AID 588352, 2011; inhibition, % at 3.6 µM; Nuclear receptor coactivator 3 (Homo sapiens), Q9Y6Q9;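 active = inhibition above a per-campaign cutoff, the mean of all compounds plus 3 SD, cut at about 60% in these data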;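 also: 0% = DMSO-treated cells and 100% = gossypol-treated cells at 36 µM; higher means less SRC3-driven luciferase light from the GAL4 reporter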
SRC2 inh: inhibition of GAL4-SRC2 driven luciferase reporter, primary screen, SRC2 inhibitor project, cell-based, luminescence | Nuclear receptor coactivator 2 (Homo sapiens), Q15596 | HEK293 GAL4-SRC2 luciferase reporter | inhibition, % at 9 µM | actives 0.17% (n = 370,000) | AID 651957, 2012;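 active = inhibition above the mean inhibition of all tested compounds plus 3 SD, set per campaign, cut at about 52% in these data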;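 also: 0% = DMSO treated cells and 100% = cells given Gossypol at 36 µM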
NOD2-RIPK2 inh: NOD2-RIPK2 binding disruptors in cells, primary screen, fluorescence, CHO cells, BLA complementation; inhibition, % at 4.98 µM; actives 0.38% (n = 360,000); AID 624267, 2012; CCF4 ratio; in the data active = inhibition above about 21%;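 also: 0% = vehicle only and 100% = reference blocker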
TROY NFkB inh: inhibitors of TROY-driven NF-kB signaling, primary screen, Q293 LMP1-TROYcd cells, NF-kB luciferase, uHTS; Q293 LMP1-TROYcd NF-kB luciferase reporter, 4 h; inhibition, % at 10 µM; actives 0.98% (n = 360,000);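 active = compounds whose plate-normalised and pattern-corrected inhibition of the luciferase reporter signal at the single screening dose is 50% or more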
SRC1 inh: SRC1 coactivator transcriptional activity inhibitors, primary screen, cell-based, luminescence; Nuclear receptor coactivator 1 (Homo sapiens), Q15788; HEK293 GAL4-SRC1 luciferase reporter; inhibition, % at 3.6 µM; actives 0.12% (n = 360,000); AID 588354, 2011;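 active = inhibition above the campaign mean plus 3 SD, with each screening campaign given its own cutoff, cut at about 60% in these data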;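 also: 0% = DMSO treated cells and 100% = gossypol at 36 µM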
TLR9-MyD88 block: inhibitors of TLR9-MyD88 association in cells, primary screen, cell-based, CHO, BLA complementation, fluorescence | Toll-like receptor 9 (Homo sapiens) + Myeloid differentiation primary response protein … | CCF4 FRET ratio | AID 504734, 2011 | actives 0.21% (n = 340,000) | inhibition, % at 4.98 µM;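 active = inhibition above the mean over all tested compounds plus 3 SD, cut at about 21% in these data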;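 also: 0% = DMSO only wells and 100% = clavulanate BLA inhibitor control wells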
Target sequence (Q99836 whole entry, looked up): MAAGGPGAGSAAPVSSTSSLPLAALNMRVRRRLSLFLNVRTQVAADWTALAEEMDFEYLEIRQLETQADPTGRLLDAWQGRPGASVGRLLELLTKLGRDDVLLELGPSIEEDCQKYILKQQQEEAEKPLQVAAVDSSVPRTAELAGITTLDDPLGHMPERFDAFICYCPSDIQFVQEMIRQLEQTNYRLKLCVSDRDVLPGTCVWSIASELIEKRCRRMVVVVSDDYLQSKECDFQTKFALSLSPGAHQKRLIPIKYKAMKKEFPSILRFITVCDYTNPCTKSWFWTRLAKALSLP
Target sequence (Q9NR96 whole entry, looked up): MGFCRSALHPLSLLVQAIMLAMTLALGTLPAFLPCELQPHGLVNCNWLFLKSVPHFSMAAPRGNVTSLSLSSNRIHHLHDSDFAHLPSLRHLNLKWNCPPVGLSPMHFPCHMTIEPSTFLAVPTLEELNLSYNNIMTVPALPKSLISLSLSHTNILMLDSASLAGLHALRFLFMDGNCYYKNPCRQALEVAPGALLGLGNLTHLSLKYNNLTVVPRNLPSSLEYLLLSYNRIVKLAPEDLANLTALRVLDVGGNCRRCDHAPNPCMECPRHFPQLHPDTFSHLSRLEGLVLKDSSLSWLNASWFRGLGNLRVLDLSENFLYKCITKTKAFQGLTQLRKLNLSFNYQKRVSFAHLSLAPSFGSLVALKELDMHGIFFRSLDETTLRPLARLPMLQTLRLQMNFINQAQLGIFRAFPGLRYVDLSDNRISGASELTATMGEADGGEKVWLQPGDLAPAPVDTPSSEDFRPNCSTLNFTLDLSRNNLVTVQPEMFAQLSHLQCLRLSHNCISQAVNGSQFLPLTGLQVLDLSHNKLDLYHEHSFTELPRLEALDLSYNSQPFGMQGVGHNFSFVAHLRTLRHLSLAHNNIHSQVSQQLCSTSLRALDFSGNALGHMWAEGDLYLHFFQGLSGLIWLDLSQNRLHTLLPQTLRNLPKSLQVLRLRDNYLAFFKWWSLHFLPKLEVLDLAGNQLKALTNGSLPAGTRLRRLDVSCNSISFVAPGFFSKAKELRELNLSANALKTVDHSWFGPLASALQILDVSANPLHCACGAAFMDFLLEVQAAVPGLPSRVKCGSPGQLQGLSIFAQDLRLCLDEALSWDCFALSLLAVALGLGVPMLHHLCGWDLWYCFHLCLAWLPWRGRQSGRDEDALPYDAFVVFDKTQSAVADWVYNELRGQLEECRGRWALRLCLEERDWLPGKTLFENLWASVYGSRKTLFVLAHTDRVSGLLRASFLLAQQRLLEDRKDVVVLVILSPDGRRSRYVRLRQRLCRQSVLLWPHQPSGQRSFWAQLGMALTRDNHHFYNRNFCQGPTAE
NR2F2 inh: NR2F2 transcriptional activity inhibitors, primary screen, cell-based, luciferase reporter, HEK293T, luminescence; COUP transcription factor 2 (Homo sapiens), P24468; HEK293T NGFI-A luciferase reporter; inhibition, % at 8.6 µM; actives 0.7% (n = 370,000); AID 686940, 2013;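 active = inhibition above a per-plate cutoff, mean inhibition of test wells between control levels plus 3 SD, cut at about 38% in these data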;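 also: cells cotransfected with COUP-TFII expression vector driving the NGFI-A reporter; 0% = median of COUP-TF2 test wells and 100% = reporter-only cells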
Exocytosis inh: LAMP-1 surface exposure blockers, TALL-104 cells – cell-based, flow cytometry, MLPCN library, primary screen | TALL-104 LAMP-1 surface exposure; cells stimulated with thapsigargin and PMA | inhibition, % at 10 µM | actives 0.66% (n = 360,000);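 active = inhibition above about 55%, limit read from the data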
TWEAK-Fn14 inh: inhibitors of TWEAK-Fn14 signaling, primary screen, luciferase reporter cells, uHTS | TWEAK-stimulated Fn14 reporter cells, luciferase luminescence, 8 h | AID 1159606, 2016 | inhibition, % at 10 µM | actives 2% (n = 360,000); in the data active = inhibition above about 50%
LRH-1 inv ag: LRH-1 (NR5A2) inverse agonists, primary screen, cell-based, luminescence, HEK293T, StAR-luciferase reporter; Nuclear receptor subfamily 5 group A member 2 (Homo sapiens), O00482; actives 0.13% (n = 360,000); LRH-1 transfected, 24 h; inhibition, % at 3.6 µM;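 active = inhibition above the mean inhibition of all tested compounds plus 3 SD, cut at about 73% in these data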;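 also: 0% = DMSO wells and 100% = reporter-only cells lacking LRH-1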
* marks the source's active call; other numbers are inactive results; x = not tested or not shown.

Screens in order – NCOA3 inh	TLR9-MyD88 block	LRH-1 inv ag	SRC2 inh	TROY NFkB inh	NOD2-RIPK2 inh	NR2F2 inh	SRC1 inh	ABHD5-PLIN5 inh	Exocytosis inh	TWEAK-Fn14 inh
- CCOC(=O)C1CCN(C(=O)CSc2nccc(C)n2)CC1
  6	2	-1	18	-5	5	-13	4	2	-5	4
- COC(=O)[C@]12CCCCC=C1N(Cc1ccco1)C(=O)[C@H](CC(=O)N1CCOCC1)C2
  x	x	-4	-18	9	2	-14	x	-41	-4	-2
- Cc1ccc(NC(=O)CCNS(=O)(=O)c2cccs2)cc1F
  -33	-4	-28	-18	-35	-7	-1	-8	-8	-17	1
- CC1(C)CC(=O)C=C(Nc2ccc3c(c2)OCCO3)C1
  -2	-4	3	12	50	0	10	-6	-6	-7	70*
- O=C(Nc1ccc(Cc2ccncc2)cc1)C1CC1
  11	3	12	21	0	0	-13	15	3	-4	9
- CC(C)(C)c1cc2nc(NCc3cccc(Cl)c3)ccn2n1
  2	x	1	-4	-9	0	13	-20	-14	-6	13
- COc1ccc(Nc2nc(Cl)c(C=O)s2)cc1
  -8	-5	30	x	-12	-15	x	-20	-1	5	26
- Cc1nc2cc(-c3ccc(Cl)cc3)nn2c(NCCN(C)C)c1C
  -67	-30	-73	-53	-20	-13	-21	-63	6	12	-52
- CCCCN(c1nc2ccccc2nc1Cl)S(=O)(=O)c1ccc(C)cc1
  18	7	25	-3	7	3	26	1	-2	10	17
- Cc1ccc(C)c(OCCC(=O)Nc2cc(S(=O)(=O)N3CCCCC3)ccc2C)c1
  3	7	-23	-10	15	-13	11	-10	-1	3	21
- CC(C)c1[nH]nc2c1C(c1ccc(OC(=O)c3ccco3)cc1)C(C#N)=C(N)O2 (stereo unspecified)
  12	-2	13	16	4	-13	2	-3	-10	-3	-9
- S=c1[nH]nc(Cc2noc3ccccc23)n1-c1ccccc1
  -33	2	7	-3	-2	0	1	4	1	1	-7
- CCCN(C(=O)c1cn(-c2ccccc2)nc1-c1ccc(OC)cc1)C1CCS(=O)(=O)C1 (stereo unspecified)
  -3	-4	-10	-8	-29	5	10	-6	-2	-1	1
- O=C(COc1ccccc1)OC(C(=O)c1ccccc1)c1ccccc1 (stereo unspecified)
  22	-15	5	-46	-18	-3	-6	-2	0	0	-6
- COC(=O)c1ccn(CSc2cc(Cl)ccc2Cl)n1
  2	13	0	17	-1	-3	6	-1	-1	-3	-3
- CCN(C(=O)COC(=O)CSc1ccccc1)c1c(N)n(Cc2ccccc2)c(=O)[nH]c1=O
  4	3	3	-6	4	-1	13	-14	-8	-1	-3
- Cc1ccc(C)n1-c1nn(S(=O)(=O)c2ccccc2)c2cccc(F)c12
  17	x	9	1	-5	6	-2	15	-3	56*	5
- CCOC(=O)[C@]12CCC=C1N(Cc1ccco1)C(=O)[C@H](CC(=O)NCCC(C)C)C2
  x	x	-6	14	2	-4	2	x	-9	2	14
- C=CCSc1nnc(NC(=O)Cc2ccc(OC)c(OC)c2)s1
  10	-3	6	-4	3	2	-24	-16	0	-4	-26
- CCCOc1ccc(N2C(=O)C/C(=C\c3ccccc3)C2=O)cc1
  5	x	-4	12	-1	-1	4	-7	1	-1	-22

In the list so far, these contain fluorine:
Screens in order – NCOA3 inh	TLR9-MyD88 block	LRH-1 inv ag	SRC2 inh	TROY NFkB inh	NOD2-RIPK2 inh	NR2F2 inh	SRC1 inh	ABHD5-PLIN5 inh	Exocytosis inh	TWEAK-Fn14 inh
- Cc1ccc(NC(=O)CCNS(=O)(=O)c2cccs2)cc1F
  -33	-4	-28	-18	-35	-7	-1	-8	-8	-17	1
- Cc1ccc(C)n1-c1nn(S(=O)(=O)c2ccccc2)c2cccc(F)c12
  17	x	9	1	-5	6	-2	15	-3	56*	5

Next results
Screens in order – NCOA3 inh	TLR9-MyD88 block	LRH-1 inv ag	SRC2 inh	TROY NFkB inh	NOD2-RIPK2 inh	NR2F2 inh	SRC1 inh	ABHD5-PLIN5 inh	Exocytosis inh	TWEAK-Fn14 inh
- O=CNc1ccc2c3c(cccc13)-c1ccccc1-2
  -16	1	-35	-63	-74	29*	-38	0	14	0	-44
- O=C(N/N=C/c1cccc([N+](=O)[O-])c1)c1cc(-c2ccc3c4c(cccc24)CC3)n[nH]1
  6	-8	-24	-5	-14	-3	-16	0	-3	5	-13
- Cc1ccc(S(=O)(=O)c2nc(-c3ccccc3Cl)oc2N(C)C)cc1
  -27	1	-27	10	3	-4	-26	0	-6	-1	-5
- CC1CCN(Cc2c(C(=O)O)nnn2-c2nonc2N)CC1
  -6	6	7	-3	-1	-3	13	9	0	-2	12
- CCOC(=O)C(NC(=O)CC)(Nc1nc2c(s1)CCCC2)C(F)(F)F (stereo unspecified)
  0	-9	-16	-1	7	-11	7	-7	-11	0	9
- COc1ccc(Br)cc1C(=O)NC(=S)Nc1ccc(Cl)c(C(=O)O)c1
  7	-6	12	4	-14	-11	-4	9	7	1	-45
- O=C(COC(=O)C1CCC1)NCc1ccccc1Cl
  15	1	-2	2	-13	0	-3	-3	6	-2	-6
- CC1(C)c2[nH]c3ccccc3c2C[C@H]2C(=O)N(Cc3cccc(F)c3)C(=O)N21
  -23	3	3	-22	29	13	5	-3	-1	9	51*
- CCOC(=O)Nc1ccc(S(=O)(=O)N(C)C(C)C)cc1
  -2	3	-18	-5	4	10	3	2	0	-2	-16
- O=C(CSC1=NS(=O)(=O)c2ccccc2N1)NCc1ccc(F)cc1
  -9	1	-10	4	7	3	15	-3	6	-9	5
- COc1ccc(CCn2c(N3CCOCC3)nc3c2c(=O)[nH]c(=O)n3C)cc1
  13	-1	9	2	8	-4	-12	6	3	4	-6
- CC(=O)Nc1ccc(NS(=O)(=O)c2cn(C)c(=O)n(C)c2=O)cc1
  22	-1	9	-9	-9	5	-10	17	14	1	1
- CCc1ccc(N2CC(C(=O)NCc3ccco3)CC2=O)cc1 (stereo unspecified)
  6	-8	-17	0	0	-4	8	-20	4	-5	31
- O=C(COc1nsnc1N1CCOCC1)Nc1ccc([N+](=O)[O-])cc1
  -2	8	-5	-8	12	-2	-3	-13	0	2	-6
- CCC(=O)N1CCC1(C)C(=O)Nc1cccc2cccnc12 (stereo unspecified)
  -4	x	-9	2	-2	0	-4	-4	4	0	8
- COc1ccc(S(=O)(=O)N2CCOCC2)cc1C(=O)N(C)CCOc1ccc(Cl)cc1
  16	-1	11	22	6	5	-2	-3	4	2	10
- COc1ccc(NC(=O)CSc2nnnn2Cc2ccccc2)cc1
  16	-5	32	-25	2	-2	15	3	4	-2	0
- S=C(N/N=C/c1ccccc1)N1CCOCC1
  -27	5	-76	-46	-34	-4	-16	-60	-8	0	-21
- Cc1ccc(/C=N/Nc2cc(C)nc(N3CCOCC3)n2)cc1
  7	0	-1	-10	-35	-6	-12	-18	-2	-3	-32
- COc1cccc(C2C3=C(CC(C)(C)CC3=O)Nc3n[nH]c(C)c32)c1 (stereo unspecified)
  15	-10	10	-9	-28	-7	17	6	5	6	3

Continuation:
Screens in order – NCOA3 inh	TLR9-MyD88 block	LRH-1 inv ag	SRC2 inh	TROY NFkB inh	NOD2-RIPK2 inh	NR2F2 inh	SRC1 inh	ABHD5-PLIN5 inh	Exocytosis inh	TWEAK-Fn14 inh
- COc1ccccc1OC(C)c1nnc(SCC(=O)Nc2c(C)n(C)n(-c3ccccc3)c2=O)n1-c1ccccc1 (stereo unspecified)
  -14	5	7	-14	5	-1	7	-20	-3	2	2
- CCc1cccc2c(=O)c(C(=O)N3CCOCC3)c[nH]c12
  1	-7	-5	-11	-16	-14	18	-2	2	-1	7
- O=[N+]([O-])c1ccc(NN=Cc2cc(Br)ccc2O)nc1
  -21	-1	7	-10	-9	6	14	9	10	-8	23
- O=C(CC(NC(=O)c1ccccc1)c1ccccc1)Nc1cccc2ccccc12 (stereo unspecified)
  1	2	0	-12	-7	-6	4	1	-4	-1	12
- Cc1onc(-c2c(Cl)cccc2Cl)c1C(=O)N1CCN(Cc2ccccc2)CC1
  0	8	-6	-23	6	-10	14	9	4	-1	18
- CC(C)C(=O)OCc1cn(-c2ccc(Cl)c(Cl)c2)nn1
  3	3	1	15	13	1	-4	-11	7	5	-10
- COc1ccccc1C(=O)N1c2ccccc2Sc2ccccc21
  11	-9	-8	11	28	6	23	-49	1	-9	16
- O=C(NCc1ccco1)c1ccccc1SCC(=O)N1CCCC1
  8	-4	-1	0	-1	3	10	-6	0	0	9
- Nc1cc(Cl)ccc1N1CCCCC1
  -1	-8	-4	-12	-3	-4	7	-6	-2	-3	-2
- CCC(C)[C@H](NC(=O)N1CC(=O)Nc2ccccc21)C(=O)N1CCC[C@H]1C(=O)O (stereo partly specified)
  17	3	5	2	0	-7	2	4	-3	-4	6
- Cc1ccc(S(=O)(=O)N2CCN(C(=O)COC(=O)c3oc4ccccc4c3C)CC2)cc1
  8	-6	-3	15	0	-5	7	-7	-5	6	5
- CNc1cc(CSc2ccc(Cl)cc2)nc(C)n1
  -55	-9	-96	-32	-52	-11	-38	-78	3	-1	-18

Screens from PubChem.

Not all compounds are listed; the hit share may differ from the screen's.
